TbREL1 primary – TbREL1 RNA ligase inhibitors, primary screen, biochemical, FRET fluorescence; TbREL1 RNA ligation; inhibition, % at 9.66 µM; 89,000 tested, 0.49% active; AID 1117264, 2014;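 active = inhibition above the mean inhibition across all screened compounds plus 3 SD, cut at about 11% in these data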;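 also: 0% = plate median of test wells and 100% = NSC42067 control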
Target sequence (P86926 whole entry, looked up): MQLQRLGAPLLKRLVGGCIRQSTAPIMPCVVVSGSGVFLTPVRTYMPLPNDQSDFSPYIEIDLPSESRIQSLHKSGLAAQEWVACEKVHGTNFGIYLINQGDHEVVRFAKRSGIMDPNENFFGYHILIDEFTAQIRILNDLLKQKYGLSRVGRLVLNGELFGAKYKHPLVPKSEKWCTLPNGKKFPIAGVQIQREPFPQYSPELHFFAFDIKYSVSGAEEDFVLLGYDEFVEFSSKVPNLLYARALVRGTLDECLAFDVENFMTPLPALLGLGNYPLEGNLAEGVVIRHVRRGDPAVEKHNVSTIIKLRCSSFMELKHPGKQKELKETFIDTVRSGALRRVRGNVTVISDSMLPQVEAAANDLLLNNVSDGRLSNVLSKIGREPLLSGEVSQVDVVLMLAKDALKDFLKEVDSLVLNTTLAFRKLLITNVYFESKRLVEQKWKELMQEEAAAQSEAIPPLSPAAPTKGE
An asterisk follows results filed as active. These rows are one share of the data (hit frequency here may not be typical).

Screening Cc1cc(C(=O)Nc2cccnc2)on1 returned TbREL1 primary 0.
`Nc1c(C(=O)NC23CC4CC(CC(C4)C2)C3)sc2nc3c(c(C(F)(F)F)c12)CCC3` gave TbREL1 primary 0.
`COc1cccc(N2CCN(C(=O)C3CCCN(S(=O)(=O)c4cnc[nH]4)C3)CC2)c1` (stereo not drawn) gave TbREL1 primary 0.
For COCCN(C(=O)Cc1cccs1)c1nnc(-c2ccncc2)s1 the results were TbREL1 primary 1.
`Cc1nn(CC(O)c2ccccc2)c(C)c1Br` (stereo not drawn) gave TbREL1 primary 0.
CCOc1ccccc1C(=O)Nc1ccc2c(c1)C(=O)NC2=O was read as TbREL1 primary 0.
`CC(=O)c1ccc(S(=O)(=O)Nc2ccccc2C(=O)NC2CC2)cc1` gave TbREL1 primary 1.
O=C(NCCNC(=O)c1cc(OCC(F)(F)F)ccc1OCC(F)(F)F)Nc1ccccc1 was read as TbREL1 primary -2.
Cc1ccc2c(c1)-c1c(cnn1CC(=O)NCCc1ccc(Cl)cc1)CO2 was read as TbREL1 primary 0.
For CCn1c2ccccc2c2cc(NC(=O)COC(=O)c3ccc(F)cc3Cl)ccc21 the results were TbREL1 primary 0.
`CCOc1ccc(CN2CCNC(=O)C2CC(=O)O)cc1` (stereo not drawn) gave TbREL1 primary 2.
For COc1ccc(C(C(=O)NCC2CCCO2)N(C(=O)c2snc(C(N)=O)c2N)c2ccccc2C)cc1OC (stereo not drawn) the results were TbREL1 primary -5.
For COc1ccccc1N1CCN(CC(=O)c2c[nH]c3ccccc23)CC1 the results were TbREL1 primary -4.
For CCOC(=O)C1CCCN(S(=O)(=O)CCNC(=O)c2ccc(F)cc2)C1 (stereo not drawn) the results were TbREL1 primary 0.
For CCCCC#Cc1ccc2c(c1)COc1c3ccccc3nn1-2 the results were TbREL1 primary 0.
`CCCCN1CNC(=S)N(c2ccccc2OCC)C1` gave TbREL1 primary 2.
C/C=C(\C)C(=O)NCCN1C2=NC[C@H](Cc3ccc(O)cc3)N2C[C@@H]1Cc1ccc(OC)cc1 was read as TbREL1 primary 2.
For Cn1cc(/C=C(\C#N)C(=O)Nc2cccc([N+](=O)[O-])c2)c2ccccc21 the results were TbREL1 primary -2.
For CC1=C(C(=O)Nc2cc(-c3cccc(F)c3)[nH]n2)C2(CCCCC2)OC1=O the results were TbREL1 primary 2.
For CN(C)C(CNC(=O)c1cc(S(=O)(=O)N2CCOCC2)ccc1F)c1cccs1 (stereo not drawn) the results were TbREL1 primary 1.
For CNC[C@H](NC[C@@H](NCCCc1ccccc1)c1ccccc1)[C@H](C)O the results were TbREL1 primary 2.
`COc1cccc(CNC(=O)CSc2nnc3c(n2)[nH]c2ccc(OC)cc23)c1` gave TbREL1 primary 3.
Screening Cc1ccccc1NC(=S)NCc1ccc2[nH]c3c(c2c1)CCCC3 returned TbREL1 primary -5.
Screening CC(Sc1nc(-c2ccccc2)cc(C(F)(F)F)n1)C(=O)Nc1ccc2c(c1)OCO2 (stereo not drawn) returned TbREL1 primary 1.
`Cc1cc(C)c2c(=O)n(CC(=O)N3CCN(c4ccccc4)CC3)ccc2n1` gave TbREL1 primary -4.
COCCNC(=O)C(=O)N/N=C/c1cccs1 was read as TbREL1 primary 0.
Screening CCOC(=O)N1CCN(C(=O)CCCn2nc(C)c3sc4ccccc4c3c2=O)CC1 returned TbREL1 primary -1.
Screening COc1ccccc1N1CCN(C(=O)c2ccc(CSc3ccccc3)cc2)CC1 returned TbREL1 primary 2.
COC(=O)C(C)(C)NC(=O)c1cccs1 was read as TbREL1 primary -1.
`Nn1c(SCC(=O)NC2CCS(=O)(=O)C2)nnc1-c1cccs1` (stereo not drawn) gave TbREL1 primary 4.
COc1cccc(CNC(=O)COC(=O)c2cccc(S(=O)(=O)N3CCN(C(C)=O)CC3)c2)c1 was read as TbREL1 primary -2.
`O=C(c1cc(-c2ccco2)nc2ccccc12)N1CCCC(C(F)(F)F)C1` (stereo not drawn) gave TbREL1 primary 5.
`C[C@@H]1CN([C@H](C)CO)S(=O)(=O)c2ccc(Br)cc2O[C@H]1CN(C)C(=O)Cc1ccccn1` gave TbREL1 primary 0.
For CC(=O)C[C@H]1c2cc(C(F)(F)F)ccc2S(=O)(=O)N1C1CCCC1 the results were TbREL1 primary 2.
`O=C(CSc1ncn[nH]1)Nc1ccc(OCc2ccccc2)cc1` gave TbREL1 primary 1.
Screening COc1ccc(N2CCN(CCNS(=O)(=O)c3ccc(Br)s3)CC2)cc1 returned TbREL1 primary -4.
`COc1ccc(CCC(=O)NCc2ccc3c(c2)OCO3)cc1` gave TbREL1 primary -3.
`Cc1ccc2cc(CN(C)C(=O)C3CCCO3)c(=O)[nH]c2c1` (stereo not drawn) gave TbREL1 primary 0.
`O=C(COC(=O)c1cc(S(=O)(=O)N2CCOCC2)ccc1Cl)NC1CC1` gave TbREL1 primary 0.
For O=C(Nc1ccc2nc(-c3ccccc3)oc2c1)c1ccco1 the results were TbREL1 primary 0.
`Cc1cc(N2C(=O)C(O)=C(C(=O)c3ccco3)C2c2ccc(O)cc2)no1` (stereo not drawn) gave TbREL1 primary -1.
Screening CCN(C(=O)COC(=O)C1COc2ccccc2O1)c1c(N)n(Cc2ccccc2)c(=O)[nH]c1=O (stereo not drawn) returned TbREL1 primary 8.
For Cc1ccccc1S(=O)(=O)Cc1ccc(C(=O)NC2CCCCCC2)o1 the results were TbREL1 primary -1.
For Cn1c(C23CC4CC(CC(C4)C2)C3)n[nH]c1=S the results were TbREL1 primary -2.
Screening Cc1ccc(NN=Nc2nc3c([nH]2)c(=O)n(C)c(=O)n3C)cc1 returned TbREL1 primary 7.
Screening CC(C)(C)C(=O)CSc1ccc(S(=O)(=O)N2CCN(Cc3ccccc3)CC2)cn1 returned TbREL1 primary 0.
For O=C(c1ccc(CNS(=O)(=O)c2ccccc2)cc1)N1CCN(c2ccccn2)CC1 the results were TbREL1 primary -1.
`Cc1ccc(S(=O)(=O)N2CCN(C3CCN(Cc4ccccc4)CC3)CC2)cc1` gave TbREL1 primary -3.
`COC(=O)CC1C(=O)NCCN1C(=O)c1sc2ccccc2c1Cl` (stereo not drawn) gave TbREL1 primary -1.
CSCc1ccc(C(=O)NC(C)c2ccc(-n3ccnc3)cc2)cc1 (stereo not drawn) was read as TbREL1 primary 3.
`Cc1cc(=O)n2nc(N3CCCC(C(=O)NCCCN4CCc5ccccc5C4)C3)sc2n1` (stereo not drawn) gave TbREL1 primary -1.
For CC(=O)/C=C/c1ccc(C)o1 the results were TbREL1 primary 1.
O=C1C(Cl)=C(N2CCCCC2)C(=O)N1c1ccccc1Cl was read as TbREL1 primary 0.
Screening CCOc1cc(NC(=S)NCC2CCCO2)c(OCC)cc1NC(=O)C1CC1 (stereo not drawn) returned TbREL1 primary -6.
Screening Cc1sc2nc(COC(=O)c3cccc(OC(F)F)c3)[nH]c(=O)c2c1C returned TbREL1 primary 1.
Screening CCOc1ccccc1-n1c(SCC(=O)N(CC)CC)nnc1-c1ccccn1 returned TbREL1 primary -1.
CC(C)C[C@H](NC(=O)c1nc[nH]c1C(=O)N[C@@H](CC(C)C)C(=O)OCc1ccccc1)C(=O)OCc1ccccc1 was read as TbREL1 primary 2.
Screening CCc1ccc(C2CC(c3ccccc3Cl)Nc3nc(N)nn32)cc1 (stereo not drawn) returned TbREL1 primary 3.
`CCC(Cc1ccccc1)NC(=O)CCc1ccccc1` (stereo not drawn) gave TbREL1 primary -2.
`O=C(O)c1ccccc1-c1ccccc1C(=O)NCCCO` gave TbREL1 primary 3.
Cc1ccc(-c2csc(NC(=O)CSc3nc(C)cs3)n2)cc1 was read as TbREL1 primary 3.
Screening O=C(Nc1ccc2[nH]c3c(c2c1)CCCC3)c1ccco1 returned TbREL1 primary -3.
Screening CC(=O)OC1[C@H](Oc2c(O)c(C)c3c4c2[C@@H](C)CC[C@@H]4[C@@H](C)C[C@@H]3C=C(C)C)OC[C@@H](O)[C@@H]1O (stereo partly drawn) returned TbREL1 primary 0.
Cn1cc(-c2nnnn2-c2ccccc2)c(=O)c2ccccc21 was read as TbREL1 primary -1.
Screening Clc1ccc(C(Cn2ccnc2)OCc2ccsc2Cl)c(Cl)c1 (stereo not drawn) returned TbREL1 primary 6.
For COc1ccc(C(C(=O)NC(C)(C)C)N(Cc2ccco2)C(=O)CCC(=O)Nc2cc(C)on2)cc1 (stereo not drawn) the results were TbREL1 primary -3.
`CC(O)(c1cccnc1)c1nc(-c2ccc3ccccc3c2)cs1` (stereo not drawn) gave TbREL1 primary 6.
Cn1nc(C(=O)NC2CCCCC2)c2ccccc2c1=O was read as TbREL1 primary 3.
For COC(=O)c1c(NC(=O)CN2C(=O)C(=O)N(C(C)C)C2=O)sc(C)c1C the results were TbREL1 primary 0.
For Cc1ccc(NC(=O)CSc2ccccc2)cc1S(=O)(=O)N1CCOCC1 the results were TbREL1 primary 0.
`Cc1sc2ncnc(SCC(=O)N3CCCC3)c2c1C` gave TbREL1 primary 0.
Screening O=C(Nc1cccc([N+](=O)[O-])c1)C1CCN(C(=O)Cc2ccccc2)CC1 returned TbREL1 primary 0.
`Cc1sc2ncn(CC(=O)OCC(=O)NC(C)(C)C)c(=O)c2c1C` gave TbREL1 primary -2.
For CCOc1ccc(C(C)=O)cc1COC(=O)c1cccnc1SC the results were TbREL1 primary 4.
For COc1ccccc1CNC(=O)N1CCN(S(=O)(=O)c2ccc(Cl)cc2)CC1 the results were TbREL1 primary 0.

Arranged by number of heavy atoms (high to low): part of the list above.
CC(C)C[C@H](NC(=O)c1nc[nH]c1C(=O)N[C@@H](CC(C)C)C(=O)OCc1ccccc1)C(=O)OCc1ccccc1 was read as TbREL1 primary 2.
Screening CCN(C(=O)COC(=O)C1COc2ccccc2O1)c1c(N)n(Cc2ccccc2)c(=O)[nH]c1=O (stereo not drawn) returned TbREL1 primary 8.
O=C(NCCNC(=O)c1cc(OCC(F)(F)F)ccc1OCC(F)(F)F)Nc1ccccc1 was read as TbREL1 primary -2.
Screening CC(C)(C)C(=O)CSc1ccc(S(=O)(=O)N2CCN(Cc3ccccc3)CC2)cn1 returned TbREL1 primary 0.
Screening CCOc1ccccc1-n1c(SCC(=O)N(CC)CC)nnc1-c1ccccn1 returned TbREL1 primary -1.
`Cc1cc(C)c2c(=O)n(CC(=O)N3CCN(c4ccccc4)CC3)ccc2n1` gave TbREL1 primary -4.
For CC1=C(C(=O)Nc2cc(-c3cccc(F)c3)[nH]n2)C2(CCCCC2)OC1=O the results were TbREL1 primary 2.
For Cc1ccccc1S(=O)(=O)Cc1ccc(C(=O)NC2CCCCCC2)o1 the results were TbREL1 primary -1.
Screening CCc1ccc(C2CC(c3ccccc3Cl)Nc3nc(N)nn32)cc1 (stereo not drawn) returned TbREL1 primary 3.
`O=C(CSc1ncn[nH]1)Nc1ccc(OCc2ccccc2)cc1` gave TbREL1 primary 1.
Cc1ccc(-c2csc(NC(=O)CSc3nc(C)cs3)n2)cc1 was read as TbREL1 primary 3.
`Cc1ccc2cc(CN(C)C(=O)C3CCCO3)c(=O)[nH]c2c1` (stereo not drawn) gave TbREL1 primary 0.
Cn1nc(C(=O)NC2CCCCC2)c2ccccc2c1=O was read as TbREL1 primary 3.
`Cc1sc2ncnc(SCC(=O)N3CCCC3)c2c1C` gave TbREL1 primary 0.
COCCNC(=O)C(=O)N/N=C/c1cccs1 was read as TbREL1 primary 0.

Next part:
`CCCSc1nc(N2CCOCC2)c2c(c1C#N)CC(C)(C)SC2` gave TbREL1 primary 0.
COCCOC(=O)c1c(C)nc(SCC(=O)Nc2ccc(C)cc2)c(C#N)c1-c1ccco1 was read as TbREL1 primary 0.
`O=C(CCC(=O)Nc1ccccc1)NNC(=O)c1ccccc1Cl` gave TbREL1 primary 1.
Screening CCOC(=O)C(C)n1cnc2c(nnn2Cc2ccc(C)cc2)c1=O (stereo not drawn) returned TbREL1 primary -2.
Screening Cc1ccc2nc(-c3ccc(NC(=O)CSc4nnc(-c5cccc(Cl)c5)n4Cc4ccco4)cc3)sc2c1 returned TbREL1 primary 2.
For Cc1ccc(-n2c(=O)c(C#N)cc3c(=O)n4ccccc4nc32)cc1C the results were TbREL1 primary 1.
For O=C(O)c1ccc(NS(=O)(=O)c2cc(Cl)ccc2Cl)cc1 the results were TbREL1 primary 6.
Screening CCN1CCN(C2=NC(=O)/C(=C/c3ccc(C)o3)S2)CC1 returned TbREL1 primary -2.
Screening CCOC(=O)C1(C)CCCN1C(=O)c1ccc(N(C)C)cc1 (stereo not drawn) returned TbREL1 primary -2.
Cc1ccc(C)c(NC(=O)CN(C)C(=O)c2cccc(Oc3ccccc3)c2)c1 was read as TbREL1 primary 3.
Screening Oc1ccccc1C=NCCN=Cc1ccccc1O returned TbREL1 primary 5.
O=C(NCCCN1CCCC1=O)c1cccc(S(=O)(=O)Nc2ccc(Br)cc2)c1 was read as TbREL1 primary 0.
`CC1CCCC(NC(=O)CSC2=Nc3ccccc3C3CC=NN23)C1C` (stereo not drawn) gave TbREL1 primary 2.
Screening COc1ccc(S(=O)(=O)N(C)c2ccc(C(N)=O)cc2)cc1 returned TbREL1 primary 3.
`CCOc1ccc(CCNC(=O)c2ccc(Oc3ccccc3)cc2)cc1OCC` gave TbREL1 primary 9.
Cc1ccc(-c2noc(CN(C(=O)c3ccc4c(c3)OCO4)C(C)C)n2)cc1 was read as TbREL1 primary -2.
For CCC(C)Nc1nnnc2c1sc1nc3c(cc12)COC(C)(C)C3 (stereo not drawn) the results were TbREL1 primary -3.
Cc1ccccc1N(C)C(=O)C1CCCN1S(=O)(=O)c1cccc2cccnc12 (stereo not drawn) was read as TbREL1 primary 0.
`O=C(OCC(=O)N1CCOCC1)c1ccc2[nH]c3c(c2c1)CCCC3` gave TbREL1 primary -2.
For Cc1ncc(C[n+]2csc(C)c2C)c(N)n1 the results were TbREL1 primary 5.
`CN(CC(=O)Nc1cccc(F)c1)C(=O)CSc1ccccc1` gave TbREL1 primary 2.
`CN1/C(=C/C=C(/C#N)C(N)=O)C(C)(C)c2ccccc21` gave TbREL1 primary 0.
C=CCNc1oc(-c2cccs2)nc1C#N was read as TbREL1 primary -1.
Screening CCOC(=O)C1(C)CCN1C(=O)c1ccc(SC(F)(F)F)cc1 (stereo not drawn) returned TbREL1 primary -3.
Screening Cc1cccc(NC(=O)Cc2nc(-c3c[nH]c(C(=O)N4CCCC4)c3)cs2)c1 returned TbREL1 primary -4.
Screening COc1ccc(CC(=O)OC2CCCN(C)C2)cc1 (stereo not drawn) returned TbREL1 primary -2.

Screens deposited in PubChem BioAssay by The Scripps Research Institute Molecular Screening Center.
